# Assay outcomes from PubChem.
# PRMT1 FP inh – PRMT1 (human) inhibition, primary screen. inhibition, % at 2.79 µM. recombinant PRMT1, activity-based probe fluorescence polarization. AID 652257. 1.3% of 370,000 active;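 active = inhibition above about 21% made by adding two undisclosed values, limit read from the data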
# UHRF1 MBD2 ctr – blocks human UHRF1 binding to methylated DNA; AID 687016; UHRF1 binding to methylated oligo, TR-FRET; 0.75% of 370,000 active; inhibition, % at 4.4 µM; Q96T88; in the data active = inhibition above about 21%;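 note: UHRF1 SRA domain binding a hemimethylated CpG hairpin DNA probe; 0% = median of test compound wells and 100% = reference inhibitor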
# TCR-CD3 inh – human TCR-CD3 binding inhibition. TAMRA-labeled TCR probe fluorescence, biochemical. inhibition, % at 9.4 µM. 0.37% of 360,000 active. AID 651800; in the data active = inhibition above about 19%;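 note: recombinant mutant TCR 2C K166C tagged with TAMRA read by polarization; 0% = receptor in buffer alone and 100% = receptor with positive control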
# MBD2 DNA inh – blocks human MBD2 binding to methylated DNA; TR-FRET, MBD2 binding to methylated oligonucleotide; inhibition, % at 4.4 µM; 0.31% of 370,000 active; in the data active = inhibition above about 13%
# LEDGF integ inh – blocks HIV-1 LEDGF/p75-dependent DNA integration. TR-FRET IN-LEDGF/p75 DNA integration, Eu/Cy5. inhibition, % at 3.7 µM. 0.64% of 370,000 active. AID 743269;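 active = inhibition above the screen-wide mean plus 3 SD, cut at about 13% in these data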;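 note: signal is the Cy5 over europium emission ratio at 671 and 618 nm; 0% = plate median of compound wells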
# rCAG binder – binds r(CAG) RNA repeats | 1.3% of 370,000 active | inhibition, % at 3 µM | AID 651821 | r(CAG) RNA repeat, TO-PRO-1 dye displacement fluorescence;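 active = inhibition above the plate cutoff, the mean of all test compounds on that plate plus 3 SD, cut at about 35% in these data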;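 note: 0% = DMSO alone and 100% = 100 µM mitoxantrone as full dye displacement; higher means more dye released from RNA so lower well fluorescence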
# mABHD4 FP – inhibits mouse alpha/beta hydrolase domain 4; Q8VD66; purified mABHD4, FP-Rh probe fluorescence polarization; inhibition, % at 8.92 µM; 0.54% of 370,000 active; AID 720543;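 active = inhibition exceeding the mean over every tested compound plus 3 SD, cut at about 30% in these data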;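 note: 0% = plate median of compound wells and 100% = S159A mutant with DMSO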
#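 Doses – 8.92 µM, single dose · Material – wild-type mouse ABHD4 protein · Replication – single well per compound (singlicate) · Measure – percent inhibition of probe binding, normalized to plate controls · Schedule – 45 min compound pre-incubation plus 60 min probe step, 25 °C · Detection – fluorescence polarization with parallel and perpendicular emission, 525/598 nm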
# PG9 binder – PG9 antibody binding by small molecule; 0.43% of 360,000 active; inhibition, % at 6.7 µM; AID 624416; TR-FRET gp120-PG9 antibody binding; in the data active = inhibition above about 8.5%
# HTRA1 inhibitor – HTRA1 (human) protease inhibition; Q92743; recombinant HTRA1, FP-rhodamine activity-based probe, fluorescence polarization; inhibition, % at 5.96 µM; 0.5% of 340,000 active; AID 504803; in the data active = inhibition above about 36%;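 note: 0% = enzyme with DMSO and 100% = wells lacking enzyme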
# Target sequence (Q92743 whole entry, looked up): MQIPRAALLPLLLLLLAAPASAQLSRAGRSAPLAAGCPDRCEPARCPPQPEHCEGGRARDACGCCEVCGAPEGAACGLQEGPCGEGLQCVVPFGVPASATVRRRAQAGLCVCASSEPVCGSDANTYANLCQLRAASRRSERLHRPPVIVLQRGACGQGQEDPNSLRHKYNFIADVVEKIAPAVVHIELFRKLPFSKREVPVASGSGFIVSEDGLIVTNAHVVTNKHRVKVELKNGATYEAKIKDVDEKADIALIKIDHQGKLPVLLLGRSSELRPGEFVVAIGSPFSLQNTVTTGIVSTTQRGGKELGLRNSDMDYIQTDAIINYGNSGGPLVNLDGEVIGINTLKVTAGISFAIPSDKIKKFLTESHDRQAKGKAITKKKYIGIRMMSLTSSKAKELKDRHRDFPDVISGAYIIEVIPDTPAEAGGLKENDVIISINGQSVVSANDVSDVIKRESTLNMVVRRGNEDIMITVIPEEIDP
# NR1D1 modulator – Rev-erb alpha (human) modulation; activity, % at 10 µM; P20393; AID 1259318; 0.79% of 370,000 active; Rev-erbα–FITC-DNA binding, fluorescence polarization, 90 min;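 active = activity above about 14%, limit read from the data; passing the limit was not always enough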;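 note: 0% = DMSO wells with 35 nM protein and 100% = DMSO wells with 750 nM protein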
# Target sequence (P20393 whole entry, looked up): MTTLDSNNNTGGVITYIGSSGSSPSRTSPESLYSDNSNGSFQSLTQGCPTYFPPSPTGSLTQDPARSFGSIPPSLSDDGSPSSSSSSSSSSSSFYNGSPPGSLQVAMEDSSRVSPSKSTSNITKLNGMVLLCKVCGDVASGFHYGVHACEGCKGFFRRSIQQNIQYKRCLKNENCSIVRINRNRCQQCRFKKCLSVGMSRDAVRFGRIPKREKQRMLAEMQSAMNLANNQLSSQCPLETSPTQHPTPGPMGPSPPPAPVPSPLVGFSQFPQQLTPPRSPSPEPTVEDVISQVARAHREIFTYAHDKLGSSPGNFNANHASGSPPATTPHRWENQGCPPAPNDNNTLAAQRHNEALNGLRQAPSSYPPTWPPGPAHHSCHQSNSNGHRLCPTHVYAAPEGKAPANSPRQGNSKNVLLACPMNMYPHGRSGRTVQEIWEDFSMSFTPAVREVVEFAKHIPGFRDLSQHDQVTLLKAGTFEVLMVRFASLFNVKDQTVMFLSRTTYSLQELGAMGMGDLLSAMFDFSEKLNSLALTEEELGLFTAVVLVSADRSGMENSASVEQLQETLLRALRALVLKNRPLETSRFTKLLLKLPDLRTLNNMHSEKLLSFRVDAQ
# Starred values were filed as active, the others as inactive; . = no result given. An excerpt, so the mix of outcomes need not match the whole.
SMILES,PRMT1 FP inh,UHRF1 MBD2 ctr,TCR-CD3 inh,MBD2 DNA inh,LEDGF integ inh,rCAG binder,mABHD4 FP,PG9 binder,HTRA1 inhibitor,NR1D1 modulator
Cc1nn(CC(=O)NCCc2ccc(Cl)cc2Cl)c(C)c1[N+](=O)[O-],-4,-1,-1,3,2,-3,-3,-0.3,-1,0
COc1ccc(N=C2CCCN2CC(N)=O)cc1,-1,0,7,1,1,1,5,-1.4,-4,-2
Cc1ccc(S(=O)(=O)c2ncccc2[N+](=O)[O-])cc1,1,-2,8,-1,-3,1,-2,0.7,9,-7
O=C(O)COc1c(Cl)cc(/C=C2/NC(=O)NC2=O)cc1Br,-3,2,10,0,1,-1,5,-5.4,-5,-9
COc1ccc2sc(-c3ccccc3OC)c(-c3ccc(OCCN4CCCC4)cc3)c2c1,-3,12,6,5,-3,-2,18,-1.9,-26,3
O=C(NCc1ccc2c(c1)OCO2)c1c(-c2ccccc2)sc2ccccc12,3,6,6,6,1,1,-13,1.6,0,3
CSc1cccc(Nc2ccc(S(=O)(=O)N3CCOCC3)cc2[N+](=O)[O-])c1,2,-2,-2,-3,0,4,5,0.2,-10,5
COc1ccc(C(C(=O)NCC2CCCO2)N(C(=O)CNC(=O)c2ccco2)c2cc(C)ccc2C)cc1OC (stereo unspecified),-1,1,6,-4,2,-7,4,0.6,3,1
Cc1nn(C)c(C(=O)NNC(=S)Nc2ccc(Cl)cc2)c1[N+](=O)[O-],-3,-11,5,-9,0,26,8,1.8,3,4
O=C(N/N=C/c1c(Cl)cccc1Cl)c1ccc(F)cc1,-2,1,1,0,4,-1,-2,-0.8,-5,-2
CCOC(=O)C(Cc1ccc(N)cc1)N1C(=O)c2ccccc2C1=O (stereo unspecified),2,4,-5,4,-6,1,-3,-0.7,3,-1
COC(=O)c1c(NC(=O)C2CCCO2)sc2c1CCC2 (stereo unspecified),1,2,-3,5,3,4,-6,-2.1,0,-1
O=C(Nc1ccc(N2CCOCC2)cc1)C1CCN(S(=O)(=O)c2ccc3c(c2)OCCO3)CC1,2,2,-2,4,-4,-6,4,-2.3,-5,-6
CC(C)Cn1c(N2CCN(C(=O)/C=C/c3ccccc3)CC2)nc2ccccc21,-1,0,5,0,-3,-7,-3,1.1,-12,-9
COc1ccc(CN2CCN(Cc3ccc(C)cc3)C(CCO)C2)cc1OC (stereo unspecified),-2,-3,0,3,-2,-11,-7,-1.2,3,1
N#CCc1nn(-c2ccc(F)cc2)c(N)c1C#N,5,1,-2,1,-5,9,6,1.7,5,2
COc1cc(S(=O)(=O)NC2CCCC2)ccc1F,-1,15,-5,-1,4,-2,0,3.5,-3,1
C[n+]1cn(CC(O)COCc2ccccc2)c2ccccc21 (stereo unspecified),-1,9,-3,-1,4,1,0,-1.1,6,-2
CCOC(=O)[C@]12CCCC3=C1N(CCC3)C(=O)[C@@H](CC(=O)NCCCN1CCCC1=O)C2,-4,0,.,-2,2,-1,3,.,.,2
COc1cccc(CC(=O)Nc2ncc(C)s2)c1,0,-1,4,2,2,4,5,-0.5,-4,5
COc1ccc(N2CCN(C(=O)CCc3ccc(S(=O)(=O)NC(C)C)cc3)CC2)cc1,-2,1,-5,7,1,-4,-1,-1.7,-1,0
COC(=O)c1onc(-c2c(OC)cc(OC)cc2OC)c1C(=O)OC,2,3,-7,1,-2,-6,5,-1.2,6,1
CC1=C(C)CC(C(=O)NCCCN2CCCC2=O)C(C(=O)O)C1 (stereo unspecified),2,0,7,3,0,0,8,-2.7,6,1
Cc1ccc2[nH]c(=O)c(CNC(C)(C)C)cc2c1,3,0,1,1,2,2,5,1.1,0,-3
COc1ccc(/C=C(/NC(=O)c2ccco2)C(=O)Nc2ccc(C(=O)O)cc2)cc1,4,-1,-4,2,-2,1,-3,0.9,-1,3
CCc1ccc(CNCCSc2nnnn2C)cc1,8,4,-3,9,-6,1,-8,0.1,-2,-3
O=C(Nc1ccccc1-c1nnn(CC(=O)N2CCOCC2)n1)c1ccccc1F,0,0,1,4,-2,0,-2,-1.0,-1,-2
C=C(C)c1cccc(C(C)(C)NC(=O)Nc2cc(C)ccn2)c1,-3,0,4,-2,6,-2,-8,-2.9,-19,0
CCN(CC(=O)N1CCN(c2ccccc2)CC1)S(=O)(=O)c1ccc(C)cc1,-3,-1,-2,3,-1,-4,0,-1.5,8,2
Cc1ccc(Oc2ccc(NC(=O)Cn3ccsc3=N)cc2)cc1,-2,0,-2,0,0,16,8,-0.4,4,0
O=C(CSc1nc2ccccc2s1)c1ccc(O)cc1O,1,-3,6,-5,1,20,-24,-0.6,-20,11
CCc1nc2ccc(C(=O)N3CCN(C(=O)c4ccco4)CC3)cn2c1N(C)C(=O)C1CCCCC1,-1,4,-2,-3,2,3,4,2.8,.,0
O=C1CCC2(CCC(c3ccccc3)CC2)N1CCCO (stereo unspecified),3,1,.,1,0,2,-3,.,.,0
COc1cccc(CNC(=S)Nc2cc(C)cc(C)c2)c1,2,-1,1,0,-4,4,-5,-2.5,-3,5
Cc1nc(N=C(N)N)nc2ccccc12,-1,2,2,0,-1,20,5,-1.7,-3,2
O=C(NC(=S)NCCc1ccc(Cl)cc1)c1ccco1,-1,0,5,-2,-1,1,-15,-2.9,-20,2
Cc1sc2nc(SCC(=O)N3CCOCC3)[nH]c(=O)c2c1C,3,1,-10,2,3,1,1,-1.3,-3,-1
CCOC(=O)CCc1c(C)nc2c(c(C)nn2-c2ccc(C)cc2)c1C,-3,0,-5,3,2,2,0,-1.4,-5,-1
CCOC(=O)[C@]12CCC=C1N(CCC1=CCCCC1)C(=O)[C@H](CC(=O)NCc1ccccc1)C2,2,2,-2,3,1,3,5,-0.3,.,-2
Cc1ccc(S(=O)(=O)N2CCOCC2)cc1C(=O)OCC(=O)N1CCCCC1,-6,1,-5,-4,0,-1,-2,-0.4,11,2
CCNC(=O)NC(=O)CSc1ccc2ccccc2c1,0,2,-5,2,7,-2,-6,-0.6,-2,3
CCOC(=O)c1c(OCCO)nn(-c2ccc(Cl)cc2)c1N,-1,0,7,-1,8,-4,1,-2.0,6,0
COc1ccc(C(=O)Nc2ccc(C(=O)OCC(=O)c3cccc4ccccc34)cc2)cc1,-1,-1,10,-5,0,2,-4,-0.2,-1,7
COc1ccc(C(=O)NCCS(=O)(=O)NCC2CCCO2)cc1 (stereo unspecified),6,5,-8,8,1,-3,-9,2.2,7,5
O=C(Nc1ccccc1)Nc1nnc(COc2ccccc2F)s1,4,1,-11,-4,0,56*,-20,0.0,-31,-2
COc1cc(NS(=O)(=O)c2ccc3c(c2)n(C)c(=O)n3C)cc(OC)c1,-1,1,4,-3,-3,2,-2,-0.2,-1,2
CC(C)OC(=O)NCN1C(=O)C2C3C=CC(C3)C2C1=O (stereo unspecified),-4,-1,-1,4,0,2,-1,0.7,1,3
CCCC(=O)Nc1ccc(S(=O)(=O)N2CCC(c3nc4ccccc4[nH]3)CC2)cc1,-7,1,-5,1,1,4,-6,1.8,-14,5
C/C(=N/NC(=O)c1cc(-c2ccc(Cl)s2)[nH]n1)c1ccco1,-5,1,12,-2,-3,9,-8,1.4,.,-1
NC(=O)c1ccccc1NC(=O)CCCCCn1nnc2ccccc2c1=O,1,-1,-3,0,-6,1,4,-2.1,4,6
Cc1ccc(CN(C)C(=O)c2cccc(S(=O)(=O)N3CCN(Cc4ccccc4)CC3)c2)o1,0,-1,-10,-6,3,-7,6,-4.4,-1,-2
CCN(CC)C(=O)CSc1nnc2nnc3cc(C)ccc3n12,3,-4,-5,-3,-2,-4,1,-0.8,7,5
Cc1nnc(NCc2ccccc2)c2ccccc12,2,2,-3,3,-8,6,-4,-0.7,-6,2
CCN(CC)S(=O)(=O)c1ccc(C)c(NC(=O)COc2ccc(Br)cc2Cl)c1,-2,-2,3,0,1,4,-1,-2.2,-5,2
COc1ccccc1NC(=O)Nc1c(C)n(C)n(-c2ccccc2)c1=O,2,-1,1,1,-6,-1,-4,1.4,5,6
Cc1ccc(NS(=O)(=O)c2ccc(-c3csc(C)n3)s2)c(C)c1,3,-3,9,-9,-1,3,-15,-0.8,-34,0
COC(=O)c1cc(NS(=O)(=O)c2cccc(Cl)c2)ccc1N1CCOCC1,-1,0,-7,2,-6,1,0,0.3,2,5
CC(O)C(NS(=O)(=O)c1ccc(Cl)cc1)C(=O)OCc1nnc(-c2ccccc2)o1 (stereo unspecified),-5,-1,0,-5,-1,0,0,0.2,-3,-5
COc1ccc(Cl)cc1CN1C(=O)C(Cc2ccccc2)ON=C1C (stereo unspecified),2,1,-5,3,2,3,-10,1.2,.,4
CCOc1cnc(-c2ccccc2F)o1,-2,3,2,-2,-2,-2,7,0.5,-3,1

# Profiles, quoted from the list:
# Record of `COc1ccc(C(=O)Nc2ccc(C(=O)OCC(=O)c3cccc4ccccc34)cc2)cc1` = PRMT1 FP inh = -1; UHRF1 MBD2 ctr = -1; TCR-CD3 inh = 10; MBD2 DNA inh = -5; LEDGF integ inh = 0; rCAG binder = 2; mABHD4 FP = -4; PG9 binder = -0.2; HTRA1 inhibitor = -1; NR1D1 modulator = 7
# Record of `O=C(Nc1ccccc1)Nc1nnc(COc2ccccc2F)s1` = PRMT1 FP inh = 4; UHRF1 MBD2 ctr = 1; TCR-CD3 inh = -11; MBD2 DNA inh = -4; LEDGF integ inh = 0; rCAG binder = 56*; mABHD4 FP = -20; PG9 binder = 0.0; HTRA1 inhibitor = -31; NR1D1 modulator = -2

# The listing picks up with the 3 entries that preceded the break.
SMILES,PRMT1 FP inh,UHRF1 MBD2 ctr,TCR-CD3 inh,MBD2 DNA inh,LEDGF integ inh,rCAG binder,mABHD4 FP,PG9 binder,HTRA1 inhibitor,NR1D1 modulator
CC(O)C(NS(=O)(=O)c1ccc(Cl)cc1)C(=O)OCc1nnc(-c2ccccc2)o1 (stereo unspecified),-5,-1,0,-5,-1,0,0,0.2,-3,-5
COc1ccc(Cl)cc1CN1C(=O)C(Cc2ccccc2)ON=C1C (stereo unspecified),2,1,-5,3,2,3,-10,1.2,.,4
CCOc1cnc(-c2ccccc2F)o1,-2,3,2,-2,-2,-2,7,0.5,-3,1
O=C(CNc1ccc(C(F)(F)F)cc1)Nc1cccc(S(=O)(=O)N2CCCC2)c1,0,0,7,-1,4,4,-7,-1.6,-15,13
Cc1cccn2c(=O)c3cc(C(=O)NC4CCS(=O)(=O)C4)sc3nc12 (stereo unspecified),8,-6,-8,-3,-4,5,2,0.6,-3,-2
CCN(CC)c1cc(CS(=O)c2ccccc2)nc(-c2ccccc2)n1 (stereo unspecified),10,2,-10,-4,7,-6,-8,-0.5,-19,10
Nc1nc(CN2CCN(Cc3ccccc3)CC2)nc(Nc2ccc3c(c2)OCCO3)n1,-2,2,4,1,0,-3,3,-0.3,0,1
COCn1cnc(-c2ccccc2)c1-c1ccccc1,6,0,1,5,-1,4,1,-0.6,-4,7
CC(C)CN1C(=O)CN(S(C)(=O)=O)CC1(C)C(=O)NCc1ccccc1 (stereo unspecified),0,2,-2,-1,-2,0,-1,-0.7,.,-3
O=C(O)CN1CCN(Cc2ccccc2F)C1=O,-5,0,5,0,-1,0,2,-2.5,0,0
O=C1/C(=C/c2ccccn2)SC(=S)N1CCc1ccccc1,0,2,3,4,0,-1,-2,0.6,-1,1
COc1ccc(-c2cn(Cc3ccc(C)cc3)nn2)cc1,-1,6,-11,-1,-1,-3,3,-0.2,-9,-6
COc1ccc(NC(=O)COC(=O)c2c(C)noc2C)c(OC)c1,2,3,8,-4,2,0,6,-0.9,4,-2
CN(C)CCC#CC(O)(c1ccccc1)c1ccccc1,1,4,-8,1,-1,-1,2,0.9,6,0
